# Source: PubChem
# Pf Dd2 inh – blocks in vitro growth of P. falciparum Dd2; actives 4.3% (n = 120,000); P. falciparum Dd2 growth, SYBR Green, 72 h; Potency, µM (series often up to 28.9 µM), inactives show at the top dose activity, negative = inhibition, usual class: inhibitors; AID 1347417; active means well fitted inhibition curve with a large enough effect; inconclusive means small, poorly fitted or top-dose-only effect; inactive means no such curve, though single readings can be large or run the other way;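 further: plate controls were DMSO vehicle for no effect and reference drug for full effect; nearly all actives have a fitted effect of over 65% in size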
#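 Readout: SYBR Green fluorescence, 485 nm excitation, 535 nm emission, after ~16 h lysis at 37C. Before that, Dd2-infected red cells (2.5% hematocrit) grew 72 h with compound, 29 uM top final concentration.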
# * marks the source's active call; other numbers are inactive results; i = inactive; u = inconclusive; [ ] = remark or other dose. Potency means the concentration at half of the fitted maximal effect. These rows are one share of the data. The share of hits here may be higher or lower than overall.
Compound | Pf Dd2 inh
Cc1ccc(NC(=O)C(CC(C)C)NS(=O)(=O)c2ccc3c(c2)oc(=O)n3C)c(C)c1 (stereo not drawn) | 51%[activator]
COc1ccc(CC(=O)N2CCc3c(cnc(C)c3CNC(=O)c3ccc4c(c3)OCO4)C2)cc1 | i
CCn1cnnc1CCNC(=O)CC1C(=O)NCCN1Cc1ccccc1 (stereo not drawn) | 30%[activator]
CC(C)NC(=O)N1CCC2(CC1)CN(C(=O)Cc1ccccc1)CCO2 | -19%
CCC[C@@H]1CN(C(=O)CNS(=O)(=O)c2cccs2)C[C@H]1NC(C)=O | -10%
Cc1nn(C)c2c1c(C(F)(F)F)cc(=O)n2C(C)C(=O)NCc1ccc(Cl)cc1 (stereo not drawn) | -11%
O=C(NCC(O)c1ccccc1C(F)(F)F)c1cccc(-n2cnnc2)c1 (stereo not drawn) | 15%
Oc1ccccc1CNC1(Cc2cc(CN3CCOCC3)on2)COC1 | 14%[44.1 µM]
O=C(O)COCC(=O)N1CC[C@H](C(=O)Nc2cc(Cl)ccc2O)C1 | 20%[44.1 µM]
Cc1csc(NC(=O)c2nc3c(o2)CCN(Cc2cccc(F)c2)CC3)n1 | i
COc1cccc([C@@H]2CCN(Cc3cn[nH]c3C(=O)O)C[C@H]2O)c1 | -3%
COc1ccc(-n2c(=O)c3ccc(C(=O)NCc4ccc(C)cc4)cc3n(CC(=O)Nc3ccc(C)cc3)c2=O)cc1 | u
CC(=O)N1CC(C(=O)NCc2ccccc2F)CC(c2cccc(C)c2)C1 (stereo not drawn) | -22%
CCn1nccc1C(=O)N1CCCCCCNC(=O)[C@@H]2CCCC[C@@H]21 | 12%
Cc1ccccc1N1Cc2c(NC3CCCCCC3)ncnc2N(C)CC1=O | 1%
CCCNc1cc(N2CCC(CCC(=O)NCc3ccccc3Cl)CC2)ncn1 | -4%
CCc1nc(-c2c3n(c(=O)n(CC(=O)Nc4ccc(F)cc4)c2=O)CCCCC3)no1 | 1%
Cc1cccc(C(=O)NCCc2nc3ccccc3n2CCC(C)C)c1 | u
COCCN1CC(CO)C2(CCN(Cc3ccccc3C(F)(F)F)CC2)C1 (stereo not drawn) | u
C[C@@H](NS(C)(=O)=O)c1onc(-c2ccc(F)cc2)c1C(=O)O | 15%[44.1 µM]
COc1ccccc1N1CCN([C@@H]2[C@H](O)[C@H](CO)O[C@@H]2CNC(=O)Nc2ccc(F)cc2F)CC1 | i
CC(=O)N1CCN(c2nc3c(s2)CC(C(=O)NCc2ccccc2C)CC3)CC1 (stereo not drawn) | i
COc1ccc(N2CCN(S(=O)(=O)CCNC(=O)c3ccc(C(F)(F)F)cc3)CC2)cc1 | 52%[activator]
CCOC(=O)c1c(NC(=O)COc2ccc(CC)cc2)sc2c1CCCC2 | 7%
Cc1nc(CN2C(=O)OC3(CCN(C(=O)c4cccnc4)CC3)C2(C)c2ccccc2)cs1 (stereo not drawn) | -19%

# Carrying on.
Compound | Pf Dd2 inh
COC(=O)[C@@H]1Cc2nc[nH]c2CN1Cc1ccc([N+](=O)[O-])cc1 | -30%[44.1 µM]
CC(C)c1nc2ccc(C(=O)NCc3ccc(F)cc3)cc2o1 | 1%
CC1(C)[C@H](Cc2cc(CCO)on2)C[C@@H]1NC1CCC1 | -12%[44.1 µM]
Cc1nc2ccc(S(=O)(=O)CCC(=O)Nc3ccccc3C)cc2s1 | -23%
O=C(CSc1nccn1Cc1ccc(Cl)cc1)Nc1nc2ccccc2s1 | 6%
CSc1ncccc1C(=O)NC(C)C(=O)N1CCN(c2ccccn2)CC1 (stereo not drawn) | i
Cc1ccc(-n2c(=O)c3c4c(sc3n(Cc3cc(=O)n5cc(Cl)ccc5n3)c2=O)CCC4)cc1C | i
COc1ccc(Nc2ncc(C(=O)Nc3cccc(OC)c3)c3ccccc23)cc1 | u
N#Cc1ccc(C(=O)N2CCC3(CC2)CN(c2ncccn2)CC3CO)cc1 (stereo not drawn) | -1%
COc1ccc(-n2ccn(CC(=O)NCCc3ccccc3)c(=O)c2=O)cc1OC | 16%
CCOc1ccc(CCNC(=O)c2cc(Nc3ccc(C)cc3C)nc3ccccc23)cc1OCC | 44%[activator]
CC(=O)N1C[C@@H](C(=O)N2CCC(Cc3ccccc3)CC2)[C@H](c2nc(C)no2)C1 | i
O=C(Nc1ccccc1)N[C@H]1[C@H](O)[C@@H](N2CCC(Cc3ccccc3)CC2)[C@@H]2OC[C@H]1O2 | -5%
Cc1ccc(C2Cn3nnc(C(=O)N4CCN(C(=O)c5cccc(N(C)C)c5)CC4)c3CO2)cc1 (stereo not drawn) | u
CC(C)CCN1CCc2ncc(C(=O)NCc3ccccc3)n2CC1 | i
Cc1cccc(CN2CCn3c(nnc3[C@@H]3C[C@@H](O)CN3Cc3ccccc3)C2)c1 | -7%
Cc1ccc(C(=O)Nc2ccc(F)cc2)cc1S(=O)(=O)N1CCOCC1 | i
COc1ccc(F)cc1-c1ccccc1CN | 10µM*
COc1ccc(N2CC(c3noc(-c4cccc(OC)c4)n3)CC2=O)cc1 (stereo not drawn) | 15%
CCOC(=O)c1cnc2c(ccc3ccccc32)c1Nc1ccc(OC)c(OC)c1 | 3.5µM*
COc1ccc(C(=O)COC(=O)c2cc(-c3ccccc3)nc3c(C)cccc23)cc1 | i
CC(=O)N(Cc1cccnc1)c1nc2ccc(F)cc2s1 | 7%
CC(C)c1cc(C(=O)N2CC[C@H](N3CCOCC3)[C@H](CCCO)C2)nc(N)n1 | -3%
CC(=O)Nc1ccc(C(=O)N2Cc3ccccc3OC3(CCN(C(=O)N(C)C)CC3)C2)cc1 | -1%
COc1ccc(NC(=O)c2cc(CN3CCCC3)on2)cc1Cl | 458%[activator][5.79 µM]

# A draw from above in order of number of heavy atoms, descending:
Compound | Pf Dd2 inh
COc1ccc(-n2c(=O)c3ccc(C(=O)NCc4ccc(C)cc4)cc3n(CC(=O)Nc3ccc(C)cc3)c2=O)cc1 | u
COc1ccc(CC(=O)N2CCc3c(cnc(C)c3CNC(=O)c3ccc4c(c3)OCO4)C2)cc1 | i
CC(=O)Nc1ccc(C(=O)N2Cc3ccccc3OC3(CCN(C(=O)N(C)C)CC3)C2)cc1 | -1%
Cc1ccc(NC(=O)C(CC(C)C)NS(=O)(=O)c2ccc3c(c2)oc(=O)n3C)c(C)c1 (stereo not drawn) | 51%[activator]
Cc1cccc(C(=O)NCCc2nc3ccccc3n2CCC(C)C)c1 | u
CC(C)CCN1CCc2ncc(C(=O)NCc3ccccc3)n2CC1 | i
COc1cccc([C@@H]2CCN(Cc3cn[nH]c3C(=O)O)C[C@H]2O)c1 | -3%

# Additional entries follow:
Compound | Pf Dd2 inh
COc1ccc(-c2nc3cnccn3c2NCCC(=O)N2CCCCCC2)cc1 | i
COc1ccc(N2CC(NC(=O)COc3ccccc3)CC2=O)cc1OC (stereo not drawn) | 12%
COc1ccc(NS(=O)(=O)c2cc3c(cc2C)NC(=O)CO3)c(OC)c1 | 4%
COC(=O)c1ccc(Cl)cc1NC(=O)N1CC2CCCN2c2ccccc21 (stereo not drawn) | u
Cc1ccc(C(=O)N2CC[C@@](C)(O)[C@@H](Cc3ccccc3)C2)cc1C | 8.9µM*
COc1ccccc1N1CCN([C@H]2[C@@H]3OC[C@@H](O3)[C@@H](NCc3ccccc3O)[C@@H]2O)CC1 | u
CN1CCN(Cc2nc(C3(O)CCN(C)CC3)cs2)CC1 | 4%[44.1 µM]
CCC(=O)N1CCc2cc(CNC(=O)c3ccccc3C)ccc21 | i
O=C(C[C@@H]1O[C@H](CNC(=O)C2CCCC2)[C@@H](O)[C@H]1O)Nc1ccccc1 | 33%[activator][44.1 µM]
CCN1c2cc(C(=O)Nc3ccc(OC)c(F)c3)ccc2C(=O)N2CCCCC21 (stereo not drawn) | i
CCCNC(=O)c1ccc(Cn2c(SCC(N)=O)nc3ccccc3c2=O)cc1 | -21%
COc1cc(-c2noc(C3CC(=O)N(c4ccc5c(c4)OCCO5)C3)n2)cc(OC)c1OC (stereo not drawn) | 40%
CNC(=O)c1ccc(NC(=O)c2nsc3ccccc23)cc1 | 1%
Cc1cc(C)cc(Nc2nc(C)cc(=O)n2CC(=O)Nc2ccc(Br)cc2)c1 | -25%
Cc1cc(S(=O)(=O)Nc2cc3c(cc2N2CCOCC2)n(C)c(=O)c(=O)n3C)ccc1F | 4%
CNC(=O)c1ccc(CNc2cc(C3CC(O)C3)nc(N)n2)o1 (stereo not drawn) | -8%
COc1cccc([S+](=O)([O-])N2CCc3nc(C4CC4)nc(-c4ccc(Cl)cc4)c3C2)c1 | -20%
COc1cc(NC(=S)N[C@H]2CO[C@H]3[C@@H]2OC[C@@H]3n2nnnc2Oc2ccc(-n3cncn3)cc2)cc(OC)c1 | -21%
CCNC(=O)N1CCC(OC2CCN(Cc3ccccc3)CC2)CC1 | u
CCCN(CC1CC1)C(=O)c1ccc2c(c1)C(O)CCCCCN2C (stereo not drawn) | -8%
COCc1nc2nccc(-c3ccc4c(c3)OCCCO4)n2n1 | -13%
NC(=O)[C@@H]1CCCN1CC[C@H]1CN(C(=O)c2ccc(F)cc2)CC[C@H]1CC(=O)O | 3%[44.1 µM]
COCCC1(NC(=O)c2ccoc2)CCN(CC2CC2)CC1 | -28%
O=C(N[C@H]1[C@H](O)[C@H](O)C[C@@H]1c1cccnc1)c1ccccn1 | 21%[44.1 µM]
CC(CCc1ccccc1)NC(=O)c1ccc(Cn2ccn3nc4c(c3c2=O)CCCC4)cc1 (stereo not drawn) | 8.9µM*

# (next part)
Compound | Pf Dd2 inh
Cc1ncc2c(c1CNC(=O)Cc1ccsc1)CCN(C(=O)Cc1c(F)ccc(F)c1F)C2 | -20%
CCOC(=O)c1cccc(NC(=O)CCCn2nc(C)c3c(C)n(-c4ccccc4)nc3c2=O)c1 | -13%
CC(=O)N1C[C@@H]2CCCN3CCC[C@@H]([C@H]23)[C@H]1CCCC(=O)N(C)C1CCN(C)CC1 | -25%
COc1cccc(C(=O)N2CCC(OC3CCN(S(C)(=O)=O)CC3)CC2)c1 | 32%
O=C(c1ccc(F)cc1)N1CCC(Cc2nc(C3CCOCC3)no2)CC1 | 31%[activator]
O=C(c1ccc(Cl)cc1)N1CC2(CCCN2Cc2ccc(C(F)(F)F)cc2)Cc2ccccc21 (stereo not drawn) | 10µM*
O=S(=O)(c1ccc(Cl)cc1)c1nc(-c2ccccc2F)oc1NCc1ccccc1 | i
CCOc1ccc(C2c3[nH]c4ccccc4c3CCN2C(=O)CSc2ccccc2)cc1 (stereo not drawn) | u
COc1ccc(C(=O)N[C@@H]2CCC[C@@H]2C(=O)NCc2cc(OC)ccc2OC)cc1 | -5%
CCCCn1ccnc1C1CCCN(C(=O)c2ncc(F)cc2F)C1 (stereo not drawn) | 9%
CCCCCCN(CCC(=O)NCc1ccccc1)C(=O)c1ccoc1 | -1%
Nc1ccnc(N2CC[C@H]3N(CC(=O)O)CCC[C@]3(C(=O)O)C2)n1 | -8%
COc1ccccc1OCC(=O)N(Cc1ccco1)Cc1ccccc1F | 24%
COc1cccc(NC(=O)CC2CCCN(c3cnn(CC4CC4)c(=O)c3)C2)c1 (stereo not drawn) | -16%
CCCn1c(C)c(CC(=O)N2CCOCC2)c2c1CC(C)(C)CC2=O | -8%
O=C(COc1ccc(F)cc1F)N1CCCC(Cc2nc3ccccc3[nH]2)C1 (stereo not drawn) | i
Cc1cc(C(F)F)n2nc(C(=O)Nc3ccc(F)c(Cl)c3)nc2n1 | i
O=C(CN1CCCC1)N[C@H]1CC[C@H](Nc2nccc(-c3cccnc3)n2)C1 | -3%
Fc1ccc(-c2nnc3ccc(NCCc4ccccn4)nn23)nc1 | i
COc1cccc2c1Oc1ncccc1N(C(=O)CCC(=O)NCc1ccc(C)cc1)C2 | -21%
CCn1ncc(N2CCCC(CC(=O)NC3CCCC3)C2)cc1=O (stereo not drawn) | -12%
O=C(c1ccc(F)c(Cl)c1)N1C[C@@H](CO)[C@H](c2ccccn2)C1 | 0%
Cc1cc(C)cc(N2CC(c3nnc(NC(=O)c4ccco4)s3)CC2=O)c1 (stereo not drawn) | -13%
O=C(C1CCOCC1)N1CCC(O)(c2csc(CN3CCc4ccccc4C3)n2)CC1 | -18%
O=C1Nc2ccc(-c3ccccc3F)cc2C(=O)N2C[C@@H](NS(=O)(=O)c3ccc(F)cc3)C[C@@H]12 | i

# (next part)
Compound | Pf Dd2 inh
COCc1cc(=O)n(CC(=O)Nc2ccc(Br)cc2)c(N2CCOCC2)n1 | u
Cc1ccc(C)c(NC(=O)Cn2c(N3CCC(C)CC3)nc(C)cc2=O)c1 | -6%
CCC1(N2CCN(C(=O)c3ccc(C(F)(F)F)cc3)CC2)CCN(S(C)(=O)=O)C1 (stereo not drawn) | -11%
COCCNC(=O)c1ccc(CC2CCN(C(=O)Cc3ccccc3)CC2)cc1 | u
N#Cc1cccc(C(=O)N2C[C@@H](Oc3ccccc3)C[C@H]2C(=O)N2CCOCC2)c1 | -9%
CC(C)CCN1CCC(C2CCNC2)CC1 (stereo not drawn) | 36%[activator]
Cc1cc(C)n2ncc(C(=O)N3CCC(=O)N(CC4CC4)C(C(C)C)C3)c2n1 (stereo not drawn) | -7%
Cc1ccc(C(=O)N2CCN(c3ccccc3)CC2)cc1NC(=O)c1nsc2ccccc12 | u
CCc1ccccc1NC(=O)CN1C(=O)CCc2cc(S(=O)(=O)N3CCCCC3)ccc21 | -12%
CC(C)C(=O)N1CCC2(CC1)CC(N(Cc1ccccc1)C1CC1)CCO2 (stereo not drawn) | -23%
COc1cccc(CN2CCOC3CCN(CCCc4ccccc4)CC3C2=O)c1 (stereo not drawn) | u
CN1CCC(NC(=O)c2ccc(OC3CCNCC3)nc2)CC1 | 15%
